# Platelet DG rel = platelet dense granule release activity. human platelet-rich plasma, SFLLRN dense granule ATP release, luminescence. inhibition, %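 (compounds screened at 7.5 µM in platelet-rich plasma)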. 0.22% of 300,000 active. AID 1663;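 active = mean replicate score, as percent of positive control, at or above 50; inconclusive = mean below 50 but at least one replicate at or above 50; inactive = mean and every replicate below 50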
# KLF5 inhibitor = suppresses KLF5 promoter-driven expression | 0.23% of 290,000 active | DLD-1 KLF5 promoter-luciferase reporter, luminescence | inhibition, % at 5 µM;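 active = inhibition above a per-plate limit of that plate's mean compound inhibition plus 3 SD, cut at about 60% in these data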;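 note: 0% = DMSO wells and 100% = LY294002 at 200 µM; higher means less KLF5 promoter-driven luciferase light; inactives centre near -14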
# AI-2 QS modul = modulators of Vibrio harveyi AI-2 quorum sensing system; Vibrio harveyi JMH597 AI-2 luminescence/OD600 ratio, 9 h; active compounds read low; strain lacks LuxN and CqsS sensors; 0 = neutral-control median; activity change, % at 7.5 µM; 0.4% of 300,000 active; AID 2094; in the data active = activity change below about -75%, passing the limit was not always enough; inconclusive = no clear call, values can overlap the other calls;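 note: luminescence divided by OD600 gain over 9 h not by final OD600 alone; inactives centre near 13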
# IEC-6 cytotox = counter-screen for KLF5 inhibitors: cytotoxicity in IEC-6 cells. IEC-6 cytotoxicity, luminescence viability. inhibition, % at 5 µM. 0.78% of 290,000 active. AID 1825; in the data active = inhibition above about 22%;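 note: 0% = plate median of test compound wells and 100% = cytotoxic reference compound wells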
# HSP90 refold inh = blocks HSP90-mediated luciferase refolding in reticulocyte lysate. Rabbit reticulocyte lysate, luciferase refolding luminescence, 3 h. inhibition, % at 5.6 µM. 0.91% of 290,000 active;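 active = inhibition above the screen-wide mean plus 3 SD, computed separately per campaign, cut at about 16% in these data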;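 note: 0% = DMSO wells and 100% = 60 µM geldanamycin wells; inhibitors lower the luminescence because luciferase stays unfolded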
# aSyn 5UTR inh = 5' untranslated region of α-synuclein, MLPCN primary screen. alpha-synuclein 5'UTR reporter, inhibitor activity. inhibition, % (tested at 7.5 µM). 0.82% of 300,000 active. AID 1813; in the data active = inhibition above about 60%; inconclusive = no clear call, values can overlap the other calls;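 note: H4 neuroglioblastoma cells stably carrying SNCA 5'UTR luciferase fusion; 0% = DMSO wells and 100% = positive control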
# HSF-1 act = increases HSF-1 driven luciferase reporter signal. 1.7% of 300,000 active. AID 504408. activation, % at 9 µM. NIH3T3-HGL HSF-1 luciferase reporter, MG132, 8 h; 100% = twice DMSO control signal;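 active = mean replicate activation of at least 50% with a set share of replicates each reaching 50%; inconclusive = only one of those two conditions met; inactive = mean below 50% and too few replicates reaching it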;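 note: 0% = median of the neutral control wells and 100% = twice that signal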
# HIF act = HIF pathway transcriptional activation | U2OS HRE-luciferase reporter, luminescence; normalized: DMSO 0%, desferrioxamine 100% | activation, % at 7.5 µM (by protocol) | 0.32% of 300,000 active;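 active = mean activation of at least 10% of the iron chelator positive control signal, with at least half of replicates also reaching 10%; inconclusive = mean and replicate majority disagree about reaching 10%; inactive = mean and most replicates under 10%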
# HSF1 inh = HSF1 inhibition. NIH3T3-HGL HSE-luciferase, MG132-induced, luminescence 8 h; active compounds read low. activity change, negative = inhibition, % at 7.5 µM (by protocol). 0.77% of 300,000 active. AID 2098;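 active = more than half of replicate wells show activity change below -50%, luminescence cut by over half; inconclusive = some wells, but at most half, below -50%; inactive = no replicate well below -50%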;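 note: luciferase reports HSF-1 transcriptional activity via heat shock element; 0% = median of DMSO wells and -100% = zero luminescence signal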
# HDAC3 inh = human HDAC3 inhibition. AID 2718. inhibition, % at 8.3 µM. 0.15% of 320,000 active. recombinant HDAC3, fluorogenic peptide/trypsin coupled, fluorescence; in the data active = inhibition above about 26%, passing the limit was not always enough; inconclusive = no clear call, values can overlap the other calls
# Target sequence (O15379 whole entry, looked up): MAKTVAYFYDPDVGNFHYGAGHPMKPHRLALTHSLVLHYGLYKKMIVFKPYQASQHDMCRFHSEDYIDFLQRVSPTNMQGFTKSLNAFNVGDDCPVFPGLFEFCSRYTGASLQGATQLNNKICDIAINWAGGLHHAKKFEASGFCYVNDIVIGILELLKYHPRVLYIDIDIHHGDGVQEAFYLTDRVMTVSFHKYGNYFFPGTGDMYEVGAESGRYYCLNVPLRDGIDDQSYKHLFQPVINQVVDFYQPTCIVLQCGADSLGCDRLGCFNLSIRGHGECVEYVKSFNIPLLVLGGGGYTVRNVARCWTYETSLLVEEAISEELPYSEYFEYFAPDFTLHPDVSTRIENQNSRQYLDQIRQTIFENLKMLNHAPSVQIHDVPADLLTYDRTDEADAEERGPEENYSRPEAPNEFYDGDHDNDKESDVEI
# The depositor's hits bear a star; u = inconclusive; x = no result given.
# Under each structure: IEC-6 cytotox	HSP90 refold inh	Platelet DG rel	HDAC3 inh	HSF-1 act	AI-2 QS modul	HIF act	HSF1 inh	aSyn 5UTR inh	KLF5 inhibitor
- Cc1ccc2nc(NC(=O)C3CCCN(S(=O)(=O)c4cnc[nH]4)C3)sc2c1 (stereo not drawn)
  1	-1	2	-3	-1	35	x	-1	-128	-62
- Cc1cccc2c1OCC/C2=N\NC(=O)COc1ccccc1
  1	2	-8	-14	1	23	0.7	0	-86	-49
- CN1Cc2c(N3CCOCC3)nc3sc(C(=O)c4ccc(Br)cc4)c(N)c3c2CC1(C)C
  -2	7	-5	12	-22	14	-0.6	1	105*	-5
- CC1(C)C=Cc2c(ccc(-c3coc4cc(O)ccc4c3=O)c2O)O1
  x	x	1	-8	-4	4	0.0	-8	17	x
- C#CC1(NC(=O)NC(C)(C)C)CCCCC1
  -2	-1	0	13	12	22	-0.5	4	-5	-7
- N#CCC(=O)c1sccc1-n1cccc1
  0	1	-18	4	-2	12	-0.1	-1	-14	2
- CCC(=O)Nc1ccc(C(=O)OCc2ccc(Cl)c(Cl)c2)cc1
  -1	-1	-1	0	21	30	-0.1	-5	1	-1
- COC(=O)COc1ccc(S(=O)(=O)N2CCCCCC2)cc1
  0	8	0	-3	-8	9	0.1	-4	6	-19
- COc1ccc(OC)c(S(=O)(=O)N2CCC(C(=O)NCc3cccnc3)CC2)c1
  -1	-2	-2	5	-2	24	-0.2	-1	11	0
- CCOc1ccc(Cn2c(=O)oc3ccccc32)cc1
  -8	-3	-3	2	-1	10	-5.9	12	3	-53
- O=C(CN1c2ccccc2Sc2ccccc21)NNC(=O)Nc1cccc(Cl)c1
  -6	0	3	3	13	6	0.0	2	-9	-6
- O=C(OCc1nnc(-c2ccccc2)o1)c1cn(-c2ccccc2)nc1-c1ccccc1
  3	-1	-2	1	12	9	0.6	7	-38	6
- Cc1ccc(C)c(NC(=O)C(CC(=O)O)Cc2ccccc2)c1 (stereo not drawn)
  -6	-4	18	0	10	0	0.7	-5	2	-1
- CC1CCN(S(=O)(=O)c2cccc(C(=O)N(Cc3ccccc3)c3ccccn3)c2)CC1
  5	6	3	22	-6	8	-0.1	-13	13	6
- CC(=O)c1cc(-c2ccc(F)cc2)n(CC(=O)NCc2cccs2)c1C
  5	-1	2	8	5	14	-0.7	-1	-1	-14
- CCC(C(=O)Nc1sc(C(N)=O)c(C)c1C(=O)OC)c1ccccc1 (stereo not drawn)
  3	-6	x	9	x	6	x	x	x	34
- CC1(C)CN=C(N2CCN(c3ncnc4sc5c(c34)CCCC5)CC2)S1
  -4	-2	-8	x	-26	9	-0.1	1	-4	13
- Nc1ccc(C2(c3ccc(N)cc3)C(=O)Nc3ccccc32)cc1
  -9	-9	4	-4	-5	19	-0.2	-6	12	-36
- CC(=O)c1c(C)[nH]c(C(=O)NC2=NCCS2)c1C
  -5	0	11	5	9	14	2.1	8	-56	-43
- COc1ccc(S(=O)(=O)N2CCCC2C(=O)Nc2ccc(C)cc2)cc1 (stereo not drawn)
  2	2	7	1	-52	4	0.7	-38	-9	-15
- O=C(c1ccc(S(=O)(=O)N2CCCCC2)cc1)N1CCN(c2ccccc2F)CC1
  -5	-4	18	-3	43	-3	-0.5	12	15	11
- Cc1ccccc1COC(=O)c1cc([N+](=O)[O-])ccc1N1CCOCC1
  0	-1	-4	10	-8	28	1.2	1	10	-1
- Cc1onc(-c2ccccc2)c1C(=O)n1cc(Br)cn1
  2	0	-4	u	18	12	2.1	-5	-14	-36
- COc1ccc(OC)c(S(=O)(=O)NC(C)c2cnn(-c3ccccn3)c2C)c1 (stereo not drawn)
  3	0	5	-3	-7	1	-0.5	-6	-3	-25
- Cc1ccc(S(=O)(=O)n2ccc3c(OCCOCCNCc4ccc(F)cc4)cccc32)cc1
  -2	4	9	22	12	14	0.5	18	32	-8
- CC(C)(C)c1ccc(CS(=O)(=O)CC2(O)CCN(C(=O)c3cccc(C(F)(F)F)c3)CC2)cc1
  4	-1	0	3	1	33	-0.7	-5	-41	3
- Cc1ccc(CNc2ccc3c(c2)OCO3)cc1
  -5	1	-6	-5	4	4	0.7	15	-131	-34
- O=C(N/N=C/c1ccc(N2CCOCC2)s1)c1ccc(NS(=O)(=O)c2cccs2)cc1
  -1	-3	4	10	-4	29	-0.3	5	-20	-36
- Cc1ccc(O)c(NC(=O)c2noc3c2CCCCC3)c1
  -12	5	10	4	31	-71	1.6	25	-184	-137
- Cc1ccc(Nc2c([N+](=O)[O-])ccc3nonc23)c(C)c1
  -6	-2	-7	-3	-6	25	-11	1	15	-15
- Cc1cc(NC(=O)C(C)SCC(=O)Nc2ccccc2C(C)(C)C)no1 (stereo not drawn)
  x	x	8	-5	21	3	-0.3	6	-1	x
- Cc1ccc(-n2nnc3c(=O)n(CC(=O)c4ccccc4)cnc32)cc1
  2	0	-2	-1	1	32	-0.2	-2	-3	-30
- CCCCC(CC)C(=O)Nc1ccc(C)c(O)c1 (stereo not drawn)
  -1	1	-1	-2	-8	3	-0.2	-17	15	-14
- CC(C)C[C@H](NC(=O)C1CC(=O)N(c2ccc(F)cc2)C1)C(=O)N1CCCCC1 (stereo partly drawn)
  2	7	-3	2	-8	3	0.3	-2	-26	-11
- Cc1ccc(C(=O)N/N=C/c2ccc(N3CCOCC3)cc2)c(C)c1
  5	3	2	-7	22	15	-0.1	3	-12	1
- CCOC(=O)CSc1nnc(CSc2nc3sc4c(c3c(=O)[nH]2)CCC4)n1C
  1	-2	-2	2	10	12	0.1	-5	-4	2
- CCOc1ccc(N=C(/C(C(=O)C(=O)N2CCOCC2)=C(/O)c2ccccc2)c2ccccc2)cc1
  2	-5	-4	-1	41	4	2.6	19	-203	-131
- O=C(CSCc1cccc(Cl)c1)N1CCN(Cc2ccc3c(c2)OCO3)CC1
  -5	9	11	-2	8	24	-0.4	5	-4	-12
- CCOC(=O)c1csc(N)c1-c1ccc([N+](=O)[O-])cc1
  0	-1	-3	-2	6	7	-0.3	-8	36	-21
- COc1ccc(CCN2C(=O)CC(NCc3ccc4c(c3)OCO4)C2=O)cc1OC (stereo not drawn)
  -6	-2	4	3	-2	-7	-0.3	-1	10	-6
- O=C1CC(c2ccc3c(c2)OCO3)CN1 (stereo not drawn)
  -1	-1	-16	-4	-1	4	-0.2	5	-25	-48
- CCCCN(C)C(=O)C1CCN(Cc2cccc(OCc3ccccc3)c2)CC1
  -2	-1	-20	-3	-1	-14	-1.3	-5	-14	-48
- CC(/C=N/NC(=S)Nc1cccc(S(=O)(=O)N(C)C)c1)c1ccccc1 (stereo not drawn)
  10	-3	-2	-2	-11	15	0.0	-1	29	-25
- O=C(O)/C=C/c1cnc[nH]1
  -3	6	4	-3	4	19	0.0	3	-4	4
- O=C(COC(=O)/C=C/c1ccc(OC(F)F)cc1)Nc1cccc(S(=O)(=O)N2CCCC2)c1
  x	x	4	11	-9	16	0.0	-4	-13	x
- CCn1nc(NC(=O)C2CCCO2)c2cc3cc(C)ccc3nc21 (stereo not drawn)
  6	-3	0	-4	-5	12	2.1	0	-90	-75
- Cc1ccc(OCc2nc(-c3ccccn3)no2)c(Br)c1
  6	40*	8	2	26	-26	-4.3	9	43	-17
- Cc1nn(-c2ccc(Cl)cc2)c2[nH]c(=O)c(CNCc3ccc4c(c3)OCO4)cc12
  0	1	0	0	-10	-5	-2.7	-1	-13	-23
- O=c1c(-c2n[nH]c(=S)n2-c2ccccc2)cccn1Cc1cccc(Cl)c1
  3	6	2	1	-12	39	-0.3	2	9	-16
- FC(F)(F)c1nnc2c(Sc3ccccc3)nc3ccc(Cl)cc3n12
  -9	2	14	-3	-14	19	-3.2	-10	-7	1
- NC(=O)CC[C@@H]1NC(=O)[C@H](Cc2ccc(O)cc2)NC(=O)c2cc([N+](=O)[O-])cc(F)c2OCC[C@@H](C(N)=O)NC1=O
  -2	-4	18	-3	-19	5	-1.1	-6	-7	-8
- CCC(=O)Nc1cc(SCCO)cc([N+](=O)[O-])c1
  4	5	0	2	-3	13	-0.3	2	-21	-37
- Cc1cc(/C=C2/NC(=O)N(Cc3ccccc3F)C2=O)c(C)n1C
  3	-2	4	13	14	35	-0.2	8	33	-8
- CCOc1ccc(N(C(=O)c2ccc3c(c2)OCO3)C2C=CS(=O)(=O)C2)cc1 (stereo not drawn)
  -8	-1	3	7	4	14	0.0	-5	-2	-39
- CCn1c(=O)c(C(=O)Nc2ccc(C)cc2C)c(O)c2ccccc21
  -1	2	14	1	-8	-7	1.1	-1	-35	-13
- CCc1cccc(NC(=O)C2CCCN(S(=O)(=O)c3ccc4[nH]c(=O)ccc4c3)C2)c1 (stereo not drawn)
  -3	-1	5	-9	1	14	2.0	2	1	-34
- O=C(CC1Nc2ccccc2NC1=O)Nc1cc(Cl)cc(Cl)c1 (stereo not drawn)
  0	7	4	2	12	-13	0.0	7	-10	-34
- Cc1occc1-c1nnc(SCCCC(=O)c2ccc(F)cc2)n1C
  -4	4	1	6	28	0	-0.4	-2	-14	-6

# Among those listed so far, these have an NH in an aromatic ring:
# Under each structure: IEC-6 cytotox	HSP90 refold inh	Platelet DG rel	HDAC3 inh	HSF-1 act	AI-2 QS modul	HIF act	HSF1 inh	aSyn 5UTR inh	KLF5 inhibitor
- Cc1ccc2nc(NC(=O)C3CCCN(S(=O)(=O)c4cnc[nH]4)C3)sc2c1 (stereo not drawn)
  1	-1	2	-3	-1	35	x	-1	-128	-62
- CC(=O)c1c(C)[nH]c(C(=O)NC2=NCCS2)c1C
  -5	0	11	5	9	14	2.1	8	-56	-43
- CCOC(=O)CSc1nnc(CSc2nc3sc4c(c3c(=O)[nH]2)CCC4)n1C
  1	-2	-2	2	10	12	0.1	-5	-4	2
- O=C(O)/C=C/c1cnc[nH]1
  -3	6	4	-3	4	19	0.0	3	-4	4
- Cc1nn(-c2ccc(Cl)cc2)c2[nH]c(=O)c(CNCc3ccc4c(c3)OCO4)cc12
  0	1	0	0	-10	-5	-2.7	-1	-13	-23
- O=c1c(-c2n[nH]c(=S)n2-c2ccccc2)cccn1Cc1cccc(Cl)c1
  3	6	2	1	-12	39	-0.3	2	9	-16
- CCc1cccc(NC(=O)C2CCCN(S(=O)(=O)c3ccc4[nH]c(=O)ccc4c3)C2)c1 (stereo not drawn)
  -3	-1	5	-9	1	14	2.0	2	1	-34

# Compound activity (PubChem)
